High-throughput results from PubChem.
Giardia FBPA inh = qHTS Assay for Inhibitors of Fructose-1,6-bisphosphate Aldolase from Giardia Lamblia. purified Giardia FBPA. 0.71% of 290,000 active. Potency, µM (series often up to 59.6 µM), for inactives: at the highest dose activity, negative = inhibition, usual class: inhibitors. AID 2451, 2010; note: potency is the fitted concentration of half-maximal effect; % is set by controls: 0 for no effect and ±100 for the full control effect; nearly all actives have a fitted effect of over 55% in size
Target sequence (A8B2U2 whole entry, looked up): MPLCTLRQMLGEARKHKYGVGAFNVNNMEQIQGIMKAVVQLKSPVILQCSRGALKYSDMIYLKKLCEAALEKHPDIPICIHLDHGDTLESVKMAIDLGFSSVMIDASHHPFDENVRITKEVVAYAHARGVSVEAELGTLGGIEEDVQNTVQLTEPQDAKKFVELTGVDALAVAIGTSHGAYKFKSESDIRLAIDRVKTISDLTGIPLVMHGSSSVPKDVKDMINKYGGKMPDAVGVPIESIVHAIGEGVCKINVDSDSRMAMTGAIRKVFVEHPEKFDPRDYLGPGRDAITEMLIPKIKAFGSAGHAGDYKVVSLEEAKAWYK
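40 nM FBPA preincubated 10 min at RT with compound (up to 57.5 uM final), then substrate plus GAPDH/TPI/NAD/arsenate coupling and diaphorase/resazurin added. Fluorescence read after 20 min at RT, 525/598 nm.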
Shiga toxin inh = A qHTS for Small Molecule Inhibitors of Shiga Toxin | AID 2315, 2010 | 9.2% of 290,000 active | Vero cells, Shiga toxin protein synthesis inhibition reporter | inhibition, % at 38.7 µM; in the data active = inhibition mostly above about 28%, no sharp cut-off; inactive = mostly below about 43%; note: 0% is about no effect
AmpC inh no detg = qHTS Inhibitors of AmpC Beta-Lactamase (assay without detergent) | P00811 | AmpC nitrocefin hydrolysis, absorbance 480 nm, 0.0001% Triton | Potency, µM (doses to about 57.1 µM), for the others: at the top dose activity change, negative = inhibition, usual class: inhibitors | 0.52% of 330,000 active | AID 485341, 2010;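 note: potency is the fitted concentration of half-maximal effect; plate controls were no compound for no effect and no enzyme for full effect; nearly all actives have a fitted effect of over 20% in size; some results filed as inactive show a strong effect at the top dose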
Target sequence (P00811 whole entry, looked up): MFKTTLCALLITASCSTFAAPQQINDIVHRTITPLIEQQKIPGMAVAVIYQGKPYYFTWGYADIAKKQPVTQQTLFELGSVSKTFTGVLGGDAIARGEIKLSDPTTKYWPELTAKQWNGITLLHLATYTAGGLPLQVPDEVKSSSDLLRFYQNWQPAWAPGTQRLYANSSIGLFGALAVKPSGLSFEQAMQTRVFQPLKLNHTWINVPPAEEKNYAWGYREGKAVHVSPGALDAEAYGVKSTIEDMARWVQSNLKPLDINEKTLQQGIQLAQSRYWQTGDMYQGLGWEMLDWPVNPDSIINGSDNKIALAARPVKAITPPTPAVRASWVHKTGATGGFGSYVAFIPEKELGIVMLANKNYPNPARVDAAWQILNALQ
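AmpC (5.3 nM in the dispensed reagent) in 20 mM phosphate pH 7.0 with 0.01% (detergent screen) or 0.0001% Triton X-100 was preincubated with compounds for 15 min at room temperature. Nitrocefin was then added from an 800 uM solution, and hydrolysis was followed at 480 nm.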
AMA1 RON2 block = qHTS for Inhibitors of AMA1-RON; Towards Development of Antimalarial Drug Lead: Primary Screen. AlphaScreen AMA1-biotinylated RON2 peptide binding. Potency, µM (titrated, usually from 58.2 µM), without a hit: top-dose activity change, negative = inhibition, actives largely listed as inhibitors. 0.2% of 360,000 active. Plasmodium falciparum AMA1 (3D7) - RON2 peptide interaction;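 note: potency is the fitted concentration of half-maximal effect; 0% = vehicle wells and -100% = peptide control; nearly all actives have a fitted effect of over 45% in size; some results filed as inactive show a strong effect at the top dose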
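AMA1 (3D7) with his tag at 25 nM final met compounds first, then biotinylated RON2 peptide at 25 nM; detection used donor plus acceptor beads, 10 µg/mL apiece, read by AlphaScreen after 30 min at room temperature.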
AmpC inh detg = qHTS Inhibitors of AmpC Beta-Lactamase (assay with detergent) | P00811 | AmpC hydrolysis of nitrocefin, absorbance 480 nm, 0.01% Triton | Potency, µM (doses to about 114 µM), without a hit: top-dose activity change, negative = inhibition, most hits filed as inhibitors | 0.041% of 370,000 active;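 note: potency is the fitted concentration of half-maximal effect; 0% = no-compound wells and -100% = no-enzyme wells; nearly all actives have a fitted effect of over 25% in size; some results filed as inactive show a strong effect at the top dose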
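20 mM phosphate pH 7.0 + 0.01% (detergent screen) or 0.0001% Triton X-100; 5.3 nM AmpC reagent; cpd preinc 15 min RT; nitrocefin (800 uM stock) to start; A480 q20 s × 4 min; Activity was normalised to no-enzyme and no-compound control wells.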
HCMV inh = qHTS Assay for inhibitors of the human cytomegalovirus (HCMV); HFF cells, HCMV-luciferase reporter, 72 h; active compounds read low; 4.5% of 410,000 active; activity change, negative = inhibition, % at 57.5 µM; AID 1259415, 2018; in the data active = activity change below about -60%; inconclusive = no clear call, values can overlap the other calls; inactive = above about -39%; note: % is set by controls: 0 for no effect and ±100 for the full control effect
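Compounds were evaluated in HFFs infected with an HCMV luciferase reporter virus (MOI 1 PFU/cell). Luciferase in lysates collected 72 h post infection served as the replication measure.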
Cycloheximide cs = Cycloheximide Counterscreen for Small Molecule Inhibitors of Shiga Toxin | cell reporter, cycloheximide protein synthesis inhibition counterscreen | max response, % | 12% of 300,000 active | AID 2314, 2010; in the data active = max response mostly above about 13%, no sharp cut-off; inactive = mostly below about 14%; note: read at 38.3 µM for the half of the compounds with a filed dose; 0% is about no effect
Active calls of the source: *; ? = inconclusive; . = not tested or not shown; & = joins results of further samples; [ ] = another dose, or the depositor's remark. Unless noted, calls come from the whole dose curve; as a rule, active = well fitted curve in the direction sought with a large enough effect; inconclusive = small, poorly fitted or top-dose-only effect, or another doubt; inactive = no such curve, though single readings can be large; an effect the other way counts as inactive or inconclusive.

cpd	Compound	Giardia FBPA inh	Shiga toxin inh	AmpC inh no detg	AMA1 RON2 block	AmpC inh detg	HCMV inh	Cycloheximide cs
1	N#Cc1cccc(S(=O)(=O)NCC(=O)NCc2ccc3c(c2)OCO3)c1	.	.	-26%	-8%	-2%	0	.
2	CCc1nc(NCCC(C)C)c(C#N)c2c1CCCC2	6%	-11	-26%	0%	-14%	1	-1
3	CNC(=O)C(=O)NCC(c1cccs1)S(=O)(=O)c1ccc(F)cc1 (stereo not given)	.	-8	1%	19%	0%	-18	4
4	COC(=O)[C@]12C(=O)C(C)=C(O)[C@@]1(C)C(C)=CC1[C@@]34CC[C@@H](OC(C)=O)C(C)(C)C3C(C[C@]12C)OC4=O (stereo not given in full)	0%	-6	-10%	9%	7%	16	-3
5	CC1CCCCC1NCC(=O)NCc1ccc(F)cc1 (stereo not given)	?	-9	-15%	-29%	2%	25	-2
6	CCSc1nc(C)nc2c1oc1ccccc12	15%	29	4%	6%	4%	12	8
7	Cc1ccc(S(=O)(=O)N(C#N)c2nc(C)cc(C)n2)cc1	0%	11	-13%	28%	0%	-9	-5
8	O=c1cnnc(Nc2ccc(Cl)c(C(F)(F)F)c2)[nH]1	13%	-9	-28%	41%[activator]	0%	5	8
9	N#Cc1ccc(C(=O)Nc2nc(-c3cccs3)c(C(=O)C(F)(F)F)s2)cc1	4%	-7	-18%	-2%	-3%	-97*	0
10	O=C1NC(Cc2ccccc2)c2nc3cc(F)ccc3c(=O)n2-c2cc(Cl)ccc21 (stereo not given)	.	.	-29%	.	1%	-30	.
11	CC1(C)CC(=O)C=C(NNC(=O)c2cccnc2)C1	-6%	16	-26%	46%[activator]	-3%	10	1
12	O=C(NNc1nc2c(F)cccc2s1)c1cc(=O)c2ccccc2o1	-21%	13	-38%	78%[activator]	3%	19	13
13	CN1CCN(S(=O)(=O)c2ccc(NC(=O)c3ccc(F)cc3)cc2)CC1	1%	-1	-2%	-3%	?	5	1
14	COC(=O)c1ccc(-c2nc(O)c(C)s2)cc1	-8%	28	-24%	1%	3%	-65*	0
15	O=C(c1ccncc1)N1CCN(S(=O)(=O)c2cccc(Cl)c2)CC1	.	.	-9%	12%	-14%	-4	.
16	CC(C)(C)c1csc(Sc2ncccc2[N+](=O)[O-])n1	0%	24	-18%	-21%	-1%	-28	7
17	Cc1ccccc1Cn1c2ccccc2c2cn[nH]c(=O)c21	-14%	-17	-36%	-3%	-6%	-20	-5
18	Cc1noc(NS(=O)(=O)c2ccc(NC(=O)c3oc4ccc(Cl)cc4c3C)cc2)c1C	25%	15	-25%	-9%	0%	34	8
19	COC(=O)c1ccc(C2CC(=O)NC3=C2C(=O)CCC3)cc1 (stereo not given)	9%	-7	-8%	-8%	?	42	-1
20	COc1ccc(C(=O)NNC(=O)c2ccc3ccccc3c2O)cc1	-5%	-6	-27%	-1%	-3%	14	-2
21	O=[N+]([O-])C1=CC=C2C(=NC3(CCCCC3)N2O)C1=NC1CCCCC1	?	-12	-25%	7%	-6%	21	-3
22	O=C(Cc1ccccc1)O/N=C1\CCCc2ccccc21	-2%	45	-11%	-2%	0%	23	-1
23	CCOP(=O)(c1ccc(N(C)C)cc1)C(O)c1ccccc1F (stereo not given)	14%	-11	9%	-10%	-5%	-15	-3
24	O=C(NC1CC1)C1=C[C@H](c2ccc(C(F)(F)F)cc2)C[C@H](OCc2ccc(CO)cc2)O1	-13%	28*	105%	-9%	-1%	8	24*
25	CCc1ccc(C2=NN(C(=O)CCC(=O)O)C(c3cccs3)C2)cc1 (stereo not given)	8%	2	-17%	8%	-10%	4	9
26	COc1ccc(S(=O)(=O)N2CCOCC2)cc1NC(=O)COC(=O)C1=COCCO1	-2%	-2	11%	-6%	4%	7	-2
27	CC(=O)c1ccc(S(=O)(=O)N2CCc3ccccc3C2)cc1	4%	.	-2%	2%	-19%	24	1
28	Cc1cc(C(=O)NNC(=O)CCN2CCN(c3ccccc3)CC2)c2ccccc2n1	1%	-6	-5%	80%[activator]	-1%	39	6
29	OCCNCC1(O)C2CC3CC(C2)CC1C3 (stereo not given)	-12%	-29	-15%	-2%	2%	24	-2
30	COc1ccc(CNC(=O)CN2C(=O)COc3ccc(S(=O)(=O)N4CCOCC4)cc32)cc1	-4%	-3	-9%	-8%	1%&0%	-15&40	14

Molecules listed so far containing a thiophene ring, fused or not:
cpd	Compound	Giardia FBPA inh	Shiga toxin inh	AmpC inh no detg	AMA1 RON2 block	AmpC inh detg	HCMV inh	Cycloheximide cs
3	CNC(=O)C(=O)NCC(c1cccs1)S(=O)(=O)c1ccc(F)cc1 (stereo not given)	.	-8	1%	19%	0%	-18	4
9	N#Cc1ccc(C(=O)Nc2nc(-c3cccs3)c(C(=O)C(F)(F)F)s2)cc1	4%	-7	-18%	-2%	-3%	-97*	0
25	CCc1ccc(C2=NN(C(=O)CCC(=O)O)C(c3cccs3)C2)cc1 (stereo not given)	8%	2	-17%	8%	-10%	4	9

More entries follow.
cpd	Compound	Giardia FBPA inh	Shiga toxin inh	AmpC inh no detg	AMA1 RON2 block	AmpC inh detg	HCMV inh	Cycloheximide cs
31	Cc1ccc(Cl)cc1NC(=O)c1ocnc1C	1%	-6	-19%	3%	-12%	14	9
32	Cc1ccc2cc(CN(Cc3nnnn3Cc3ccco3)CC3CCCO3)c(=O)[nH]c2c1C (stereo not given)	-23%	0	65%[activator]	-2%	-9%	0	-3
33	CCOc1cc(C(=O)Nc2ccc(S(=O)(=O)N3CCCCC3)cc2)ccc1OCC(=O)N1CCOCC1	.	.	196%[activator]	-2%	?	?	.
34	Nc1ccc(-c2c3ccc(=O)cc-3oc3cc(O)ccc23)cc1C(=O)O	-15%	-7	-30%	-28%	?	-13	-4
35	CCCSc1cc(N2CCN(C)CC2)nc(-c2ccc(OC)cc2)n1	5%	-14	112%[activator]	-25%	-1%	-35	1
36	Cc1nc2c(c(=O)[nH]1)C(c1ccc([N+](=O)[O-])cc1)c1c(c3ccccc3oc1=O)O2 (stereo not given)	6%	-2	-15%	-15%	-2%	.	-3
37	CSc1sc(-c2ccnc(SCCS(C)(=O)=O)n2)c(-c2ccccc2)c1C#N	-1%	-5	-19%	15%	-2%	-35	2
38	COc1ccc(NC(=O)COC(=O)Cc2ccc(-c3ccccc3)cc2)c(OC)c1	0%	8	-11%	7%	-13%	4	0
39	CCOc1ccc(NC(=O)C2CCN(C(=O)NCc3ccccc3)CC2)cc1	1%	-8	-17%	-9%	-12%	4	-4
40	CC(C(=O)N1CCC(C(N)=O)CC1)N(c1ccc(Oc2ccccc2)cc1)S(C)(=O)=O (stereo not given)	5%	-16	56%	-5%	-4%	-37	-1
41	CN(C(=O)COC(=O)c1ccccc1Nc1ccccc1)c1c(N)n(Cc2ccccc2)c(=O)[nH]c1=O	.	.	-3%	-3%	2%	-24	.
42	CCN(CC)S(=O)(=O)c1cccc(C(=O)Nc2ccccc2C(=O)N2CCOCC2)c1	2%	-10	0%	-16%	2%	21	-5
43	CCN(CC)c1ccc(S(=O)(=O)N2CCOCC2)cc1NC(=O)CSc1ccccc1	.	.	27%	-26%	0%	-16	.
44	O=C(N/N=C/c1ccc(O)cc1)c1ccncc1	-3%	21	-22%	10%	-4%	9	9.8*
45	CCCCC(=O)N1CCN(c2nc3ccc(Br)cc3s2)CC1	.	45*	142%[activator]	-4%	-7%	-13	26*
46	O=C(CSc1nc(-c2ccccc2)cc(C(F)(F)F)n1)NCc1cccs1	5%	-5	-3%	6%	-1%	-13	-1
47	CC(C)NS(=O)(=O)c1ccc(OCC(=O)N2CCN(Cc3ccccc3)CC2)c(Cl)c1	0%	-5	99%[activator]	-3%	-2%	0	4
48	Cc1ccc(CNC(=O)Cc2ccc(Br)cc2)cc1	-5%	19	-27%	-10%	-14%	75	-3
49	COc1ccc(CNC(=O)C(OC(=O)c2ccco2)c2ccccc2F)cc1 (stereo not given)	-9%	40*	-47%	6%	-4%	22	-1
50	CC(=O)c1ccc(-c2ccc(Cn3c(C)nc4cc(N)c(C)nc43)cc2)cc1	-6%	42	-8%	-7%	-3%	-10	13
51	O=C(COc1ccccc1)N1CCN(C(=O)c2ccc([N+](=O)[O-])cc2)CC1	-4%	36	-10%	-2%	2%	-12	48*
52	Cc1ccc(C(=O)COC(=O)COc2ccccc2[N+](=O)[O-])s1	.	.	-32%	-16%	-3%	-101*	.
53	CCOC(=O)C1CCN(S(=O)(=O)c2ccc(NC(=O)c3ccco3)cc2)CC1	2%	15	-4%	10%	-18%	-33	9
54	COc1ccc(C2(c3ccc(OC(C)=O)cc3OC(C)=O)CC(c3ccccc3)NC(=S)N2)cc1 (stereo not given)	0%	-13	84%[activator]	1%	?	50	1
55	CCCCN(CCCNC(=O)CN1C(=O)COc2ccc(S(=O)(=O)N3CCC(C)CC3)cc21)Cc1ccccc1	-7%	-11	-1%	-5%	-3%	-27	-4
56	C=CCN(c1ccccc1)S(=O)(=O)c1cc2c(cc1C)NC(=O)CO2	-4%	7	-25%	-5%	-4%	-7	-2
57	O=C(CSc1nnc(SCc2ccccc2Cl)s1)N/N=C/c1ccc(C(=O)O)cc1	18%	14	-37%	7%	8%	5	6

Copied from the results shown for reference:
cpd	Compound	Giardia FBPA inh	Shiga toxin inh	AmpC inh no detg	AMA1 RON2 block	AmpC inh detg	HCMV inh	Cycloheximide cs
55	CCCCN(CCCNC(=O)CN1C(=O)COc2ccc(S(=O)(=O)N3CCC(C)CC3)cc21)Cc1ccccc1	-7%	-11	-1%	-5%	-3%	-27	-4
56	C=CCN(c1ccccc1)S(=O)(=O)c1cc2c(cc1C)NC(=O)CO2	-4%	7	-25%	-5%	-4%	-7	-2
57	O=C(CSc1nnc(SCc2ccccc2Cl)s1)N/N=C/c1ccc(C(=O)O)cc1	18%	14	-37%	7%	8%	5	6
